TDP1 block: TDP1 (human) enzyme inhibition. Q9NUW8. recombinant TDP1, AlphaScreen DNA substrate cleavage. Potency, µM (doses to about 130 µM), inactives show top-dose activity change, negative = inhibition, hits mostly inhibitors. 0.28% of 350,000 active. AID 485290; active means well fitted inhibition curve with a large enough effect; further: nearly all actives have a fitted effect of over 40% in size
Target sequence (Q9NUW8 whole entry, looked up): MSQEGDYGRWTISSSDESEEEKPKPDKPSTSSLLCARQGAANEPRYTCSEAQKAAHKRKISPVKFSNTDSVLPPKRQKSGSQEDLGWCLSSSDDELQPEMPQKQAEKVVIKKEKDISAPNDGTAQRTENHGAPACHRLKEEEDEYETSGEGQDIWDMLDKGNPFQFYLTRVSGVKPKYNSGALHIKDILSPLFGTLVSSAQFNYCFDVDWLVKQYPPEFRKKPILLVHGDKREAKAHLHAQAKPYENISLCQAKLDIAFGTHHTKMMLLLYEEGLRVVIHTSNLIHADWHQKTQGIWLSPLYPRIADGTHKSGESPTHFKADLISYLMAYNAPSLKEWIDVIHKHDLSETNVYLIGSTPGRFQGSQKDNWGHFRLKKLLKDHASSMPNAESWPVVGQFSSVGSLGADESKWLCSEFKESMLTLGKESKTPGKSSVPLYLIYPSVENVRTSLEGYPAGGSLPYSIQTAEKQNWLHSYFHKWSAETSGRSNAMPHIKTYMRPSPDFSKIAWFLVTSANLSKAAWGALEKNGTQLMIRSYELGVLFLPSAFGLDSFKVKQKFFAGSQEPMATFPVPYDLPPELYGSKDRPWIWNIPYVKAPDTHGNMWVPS
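Enzyme-compound mixtures sat 15 min at room temperature, followed by a 5 min reaction with 15 nM final substrate and 10 min with AlphaScreen beads. Recombinant human Tdp1 was used at 1 nM final.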
The depositor's hits bear a star; & = joins results of further samples; [ ] = remark or other dose. On the % scale 0 is the no-effect control and ±100 the full control effect; potency means the concentration at half of the fitted maximal effect.

| TDP1 block | SMILES |
| --- | --- |
| 8%[56.1 µM] | CC[C@@H]1OC(=O)[C@H](C)[C@H](O[C@@H]2C[C@](C)(OC)[C@H](O)[C@H](C)O2)[C@H](C)[C@H](O[C@@H]2O[C@@H](C)C[C@@H](N(C)C)[C@@H]2O)[C@](C)(O)C[C@H](C)[C@@H]2N[C@H](COCCOC)O[C@H]([C@@H]2C)[C@]1(C)O |
| 13% | CCOC(=O)N1CCN(/[N+]([O-])=N/Oc2ccc([N+](=O)[O-])cc2[N+](=O)[O-])CC1C (centres undefined) |
| -2% | CCCCc1c(C)nc2ccc(Br)cc2c1SCCC#N |
| 5% | Cn1ccc2cc(S(=O)(=O)N3CCN(C(=O)Nc4ccccc4F)CC3)ccc21 |
| 9%[21 µM] | CC1(C)O[C@H]2O[C@@H]([C@H](O)CON3C(=O)c4ccccc4C3=O)[C@H](O)[C@H]2O1 |
| -14%[234 µM] | Cc1ccc(C2CC(=O)Oc3cc4c(cc32)OCO4)cc1 (centres undefined) |
| -2% | Cc1ccc(CNC(=O)CC2Nc3c4ccccc4nc(=S)n3C2=O)cc1 (centres undefined) |
| 13%[21 µM] | CCN(CC)CCOC(=O)[C@@H](c1ccccc1)C1CCCCC1 |
| 4% | CCCCCCCC/C=C\CCCCCCCC(=O)NC(C)C(=O)O (centres undefined) |
| 1% | CCCCC/C=C\C/C=C\C[C@H](O)/C=C/C=C\CCCC(=O)O |
| 5% | CCOC(=O)Cn1c(=O)n(C2CCCCC2)c2nc(-c3ccc(C(C)C)cc3)nc(C(N)=O)c21 |
| 24% | COc1cc(NS(=O)(=O)c2ccc([N+](=O)[O-])cc2)c2ncccc2c1 |

Individual results from the list.
CCOC(=O)N1CCN(/[N+]([O-])=N/Oc2ccc([N+](=O)[O-])cc2[N+](=O)[O-])CC1C (centres undefined) in TDP1 block is listed with 13%
CC[C@@H]1OC(=O)[C@H](C)[C@H](O[C@@H]2C[C@](C)(OC)[C@H](O)[C@H](C)O2)[C@H](C)[C@H](O[C@@H]2O[C@@H](C)C[C@@H](N(C)C)[C@@H]2O)[C@](C)(O)C[C@H](C)[C@@H]2N[C@H](COCCOC)O[C@H]([C@@H]2C)[C@]1(C)O in TDP1 block is listed with 8%[56.1 µM]
CCCCc1c(C)nc2ccc(Br)cc2c1SCCC#N in TDP1 block is listed with -2%
COc1cc(NS(=O)(=O)c2ccc([N+](=O)[O-])cc2)c2ncccc2c1 in TDP1 block is listed with 24%

More results.
| TDP1 block | SMILES |
| --- | --- |
| 8% | CC12CCC=CC1C(c1ccc3ccccc3c1Br)N(Cc1ccccc1)C2=O (centres undefined) |
| -2% | COc1ccc(C2Nc3ccccc3C(=O)N2Cc2ccccc2C)cc1COc1ccc(NC(C)=O)cc1 (centres undefined) |
| 6% | N#Cc1c(NC(=S)NC(=O)c2ccccc2)sc2c1CCN(CCc1ccccc1)C2 |
| 0% | COc1ccc(NCc2cc3cc4c(cc3n(CC(=O)Nc3cc(C)ccc3C)c2=O)OCCO4)cc1 |
| 15% | COC(=O)[C@@]1(Cc2ccc(OC)cc2)[C@H]2c3cc(C(=O)N(C)C)n(CCc4ccccn4)c3C[C@H]2CN1C(=O)c1ccccc1 |
| -8% | CCCCCn1ncc2c3sc(C)cc3n(C)c2c1=O |
| 11% | CC(C)C[C@H](NC(=O)[C@H]1O[C@@H]1C(=O)O)C(=O)NCCCCN=C(N)N |
| 11% | COc1cc(OC)cc(-c2nnc3n2N=C(c2ccc(OC)c(OC)c2)CS3)c1 |
| 16% | CCCNC(=O)N1N=C(c2ccc(N)cc2)c2cc3c(cc2C1C)OCO3 (centres undefined) |
| 10%[21 µM] | C=CCOC(=O)C(C(C)=O)C(NC(=O)OC)c1ccc2ccccc2c1 (centres undefined) |
| 1% | CCc1ccc(C2=NN(CCC(=O)NC3CC3)C(=O)CC2)cc1 |
| 25% | O=C(O)CN(CC(=O)O)c1ccccc1OCCOc1ccccc1N(CC(=O)O)CC(=O)O |
| 7% | COc1cc2c(C#N)c(N3CCN(C)CC3)nc(N)c2c(N)n1 |
| 6% | CC[C@H](C)[C@@H](NC(=O)O[C@@H]1Cc2cc(Br)ccc2O[C@H]1c1cccc(OC)c1)C(=O)OC |
| 12% | CCCCCCCCCCCC |
| 1% | CN(C(=O)Cc1ccccc1OC(=O)c1ccccc1)c1ccccc1I |
| 0% | COc1ccc(-c2nnc(SCC(=O)c3ccc([N+](=O)[O-])cc3)o2)cc1OC |
| 6% | CC(C)(C)c1onc(OCP(=O)(O)O)c1CC(N)C(=O)O (centres undefined) |
| 0% | CCCCC(CC)CNC(=O)Cn1c(=S)[nH]c2ncccc2c1=O (centres undefined) |
| 4% | Nc1cc(S(=O)(=O)O)ccc1O |
| 6% | CCOc1ccc(N2C(=O)CN(O)C=C3N=c4ccccc4=C32)cc1 |
| 0% | O=C(Nc1cc(NC(=O)c2ccccc2)c(C(=O)O)cc1C(=O)O)c1ccccc1 |
| 1% | CC(Oc1ccc(Br)cc1)C(=O)Nn1c(=S)[nH]c2ncccc2c1=O (centres undefined) |
| 1% | CCCCC(OC(=O)CNC(=O)c1ccccc1)C(=O)Nc1cc(C(F)(F)F)ccc1Cl (centres undefined) |

6 compounds picked at random from the list so far, as already listed:
| TDP1 block | SMILES |
| --- | --- |
| 1% | CC(Oc1ccc(Br)cc1)C(=O)Nn1c(=S)[nH]c2ncccc2c1=O (centres undefined) |
| 7% | COc1cc2c(C#N)c(N3CCN(C)CC3)nc(N)c2c(N)n1 |
| 4% | Nc1cc(S(=O)(=O)O)ccc1O |
| 6% | CCOc1ccc(N2C(=O)CN(O)C=C3N=c4ccccc4=C32)cc1 |
| 1% | CCCCC(OC(=O)CNC(=O)c1ccccc1)C(=O)Nc1cc(C(F)(F)F)ccc1Cl (centres undefined) |
| 12% | CCCCCCCCCCCC |

(further entries)
| TDP1 block | SMILES |
| --- | --- |
| 1% | O=C1c2ccccc2C(=O)N1c1ccc2ccccc2n1 |
| 1% | Cc1nn(C)c(C)c1NC(=O)c1cnn2c(C(F)F)cc(-c3ccccc3)nc12 |
| 1% | Cc1cccc(NC(=O)CN2C(=O)CC(c3ccccc3)Sc3ccccc32)c1 (centres undefined) |
| 0% | Cc1csc(CNc2ncnc3ccc(-c4ccc5c(c4)OCO5)cc23)n1 |
| 10% | OC[C@@H]1O[C@H](OC2[C@@H](O)[C@@H](O)[C@@H](O)O[C@@H]2CO)[C@H](O)[C@@H](O)[C@@H]1OC1O[C@H](CO)[C@@H](O)[C@H](O)[C@@H]1O (some centres undefined) |
| 5% | Cc1cnc(-c2nnc(N(C)C(=O)c3ccccn3)s2)cn1 |
| 2% | OC(COc1ccc(-c2ccccc2)cc1)CN1CCOCC1 (centres undefined) |
| 9% | COc1ccc(OC)c(CCNC(=O)CN2C(=O)COc3ccc(S(=O)(=O)N4CCCCCC4)cc32)c1 |
| 5%[21 µM] | CCCCc1nc2c(c3c1C[C@H](C)OC3)CN(S(=O)(=O)c1ccc(C)cc1)CC2 |
| 7% | COc1ccc(-c2nc3ccccc3s2)cc1NC(=O)c1ccc(C#N)cc1F |
| 7% | CCCn1c(C)nc2c(N3CCC(N(C)C)C3)nc(C)nc21 (centres undefined) |
| 4% | c1ccc(Cn2ncc3c2ncn2c(-c4ccncc4)nnc32)cc1 |
| 3% | Cc1ccc2oc(-c3cccc(NC(=O)Cn4cnc5c(=O)n(C)c(=O)n(C)c54)c3)nc2c1 |
| -2% | Nc1ccccc1C(=O)C[C@@H](N)C(=O)O |
| 13% | CC(C)C[C@H](NC(=O)[C@H](C)NC(=O)CNC(=O)[C@H](CCCCN)NC(=O)[C@H](CCCN=C(N)N)NC(=O)[C@H](C)NC(=O)[C@H](Cc1ccccc1)NC(=O)[C@@H](N)CCCN=C(N)N)C(=O)N[C@@H](CCCN=C(N)N)C(=O)N[C@@H](CCC(N)=O)C(=O)N[C@@H](CCCCN)C(=O)N[C@@H](CC(N)=O)C(=O)N[C@H](C(N)=O)C(C)C |
| 4% | COc1ccccc1-c1n[nH]c(=S)n1Cc1ccco1 |
| 5% | COc1cc2cc(CN(Cc3cccs3)C(=S)Nc3cccc(C)c3)c(=O)[nH]c2cc1OC |
| 12% | COc1ccc(C2C3C=CCC(c4cccc(/C=C/c5ccccc5)c4)C3C(=O)N2Cc2ccccc2)cc1Cl (centres undefined) |
| -1% | Nc1scc2c(C(=O)O)nn(-c3ccccc3)c(=O)c12 |
| 8%[21 µM] | O=C1[C@H]2CCn3c(=O)n(-c4ccccc4)c(=O)n3[C@H]2[C@H](O)[C@H]2O[C@@H]12 |
| 6%&8%&11%[21 µM] | Cc1ccc(S(=O)(=O)OCC2CN3C(CCC(C)C3c3ccc(Br)cc3)C(=O)O2)cc1 (centres undefined) |
| 10% | CCCN1CCC(=O)N(C(CSc2ccc(C)cc2)CC(C)C)CC1 (centres undefined) |
| -4% | CN(C)c1ccc2c3c(cccc13)C(=O)N(c1ccccc1)C2=O |
| 5%[21 µM] | CCN1C(=O)[C@H]2[C@H]3[C@H](O)[C@H](O)C/C(=N/O[C@@H]4O[C@H](COC(C)=O)[C@@H](OC(C)=O)[C@H](OC(C)=O)[C@H]4OC(C)=O)[C@@H]3CC[C@@H]2C1=O |
| 15% | Cc1[nH]c(/C=C2\C(=O)Nc3ccc(S(=O)(=O)N(C)c4cccc(Cl)c4)cc32)c(C)c1C(=O)N1CCN(C)CC1 |
| 6% | CNC(=S)N(CCc1c(C)[nH]c2ccc(Cl)cc12)Cc1cccs1 |
| 2%[21 µM] | O=Cc1ccc(OC2C=CC(c3ccccc3)OC2CO)cc1 (centres undefined) |
| 12% | CCOC(=O)c1cc2c(ccn2-c2ccc(F)cc2)n1CC(=O)NC(C)(C)C |
| 5% | Cc1cc(C)c2[nH]c(=O)c(C(c3nnnn3C3CCCC3)N3CCOCC3)cc2c1 (centres undefined) |
| 5%&4%[21 µM] | COC(=O)C1=C(C)N(Cc2ccccc2)c2c(C(=O)OC)c(C(=O)OC)c(C(=O)OC)c(=O)n2C1c1ccccc1 (centres undefined) |
| -2% | O=C1CCCc2cc(S(=O)(=O)N3CCCC(C(=O)NCc4ccccc4)C3)ccc2N1 (centres undefined) |
| 2% | COCc1cc(=O)[nH]c(Nc2nc(C)c3cc(OC)ccc3n2)n1 |
| -15% | O=C1N=C(C=c2ccc(=Cc3[nH]c(=O)[nH]c3O)cc2)C(=O)N1 |
| 6%[234 µM] | CC(C)[C@H]1COC(c2cccc([N+](=O)[O-])c2)=N1 |
| 7%[21 µM] | COc1ccc(COC(=O)N/N=C2/C[C@@H](O)[C@@H](O)[C@@H]3[C@@H]4C(=O)N(C(C)(C)C)C(=O)[C@H]4CC[C@@H]23)cc1 |
| 3% | Cc1cc(OCC(=O)Nc2ncn[nH]2)c(C)c(C)c1Br |
| -3% | COc1cc(NC(=O)CSc2ncc(S(=O)(=O)c3ccc(Br)cc3)c(=O)[nH]2)cc(OC)c1 |
| 1% | Nc1cccc(S(=O)(=O)N2CCN(S(=O)(=O)c3c(F)cccc3F)CC2)c1 |
| 1% | CC(=O)N1CCc2cc(S(=O)(=O)Nc3ccc(C)c(C)c3)ccc21 |
| 4% | Cc1cc(C)n(-c2nc(-n3nc(C)cc3C)c3c4c(sc3n2)COC(C)(C)C4)n1 |
| 5%[21 µM] | C#CCCCO/N=C1/C[C@@H](O)[C@@H](O)[C@@H]2[C@@H]3C(=O)N(C4CCCCC4)C(=O)[C@H]3CC[C@@H]12 |
| 8% | CCc1ccccc1NC(=O)CCNS(=O)(=O)c1ccc2c(c1)CCCC(=O)N2 |
| 5% | CC(=O)c1ccc(N2CCCC2)c(F)c1 |
| 2% | CC(=O)c1ccc(OC(=O)c2cc3ccccc3oc2=O)cc1 |
| 14% | CCCN1CCC(=O)N(C(CSc2ccc(Br)cc2)Cc2ccccc2)CC1 (centres undefined) |
| 9% | CCCn1c(-c2ccc(F)cc2)nc2c(NCCN3CCOCC3)nc(C)nc21 |
| 9% | CCOc1ccc(NC(=O)CCC(=O)n2nc(C)cc2C)cc1 |
| 4% | CC(=O)OC[C@H]1O[C@H](C/C=N/O[C@@H](C)c2cn([C@H](CO)Cc3ccccc3)nn2)C=C[C@@H]1OC(C)=O |
| -3% | C=C(C(C)=O)C(O)c1ccccc1 (centres undefined) |
| 3% | Cc1nn(C)c(C)c1S(=O)(=O)N(CC(=O)NCc1ccco1)c1ccc(C(C)C)cc1 |
| 7% | O=C(CCc1nc2ccccc2[nH]c1=O)OCC(=O)c1cccc2ccccc12 |
| -12% | O=C(CC(NCCc1ccccc1)C(=O)O)Nc1ccc(O)cc1 (centres undefined) |
| 6% | CC(=O)N(Cc1cc2ccc(C)c(C)c2n2nnnc12)C1CCCC1 |
| 13% | CSCC[C@H](NC(=O)[C@H](CO)NC(=O)[C@H](Cc1ccc(O)cc1)NC(=O)[C@@H](N)CO)C(=O)N[C@@H](CCC(=O)O)C(=O)N[C@@H](Cc1cnc[nH]1)C(=O)N[C@@H](Cc1ccccc1)C(=O)N[C@@H](CCCNC(=N)N)C(=O)N[C@@H](Cc1c[nH]c2ccccc12)C(=O)NCC(=O)N[C@@H](CCCCN)C(=O)N1CCC[C@H]1C(=O)N[C@H](C(=O)NCC(=O)N[C@@H](CCCCN)C(=O)N[C@@H](CCCCN)C(=O)N[C@@H](CCCNC(=N)N)C(=O)N[C@@H](CCCNC(=N)N)C(=O)N1CCC[C@H]1C(=O)N[C@H](C(=O)N[C@@H](CCCCN)C(=O)N[C@H](C(=O)N[C@@H](Cc1ccc(O)cc1)C(=O)N1CCC[C@H]1C(=O)O)C(C)C)C(C)C)C(C)C |
| 2% | O=C1CSC(c2ccc(F)cc2)N1c1nnc(C23CC4CC(CC(C4)C2)C3)s1 (centres undefined) |
| 1%[21 µM] | CCOC(=O)CCCCC1=CC2=CC(=O)C(C)(O)C(=O)C2=CO1 (centres undefined) |
| 1% | CCOC(=O)C1=C(C(=O)OCC)C(C(=O)OCC)N(S(=O)(=O)C(F)(F)F)c2ccccc21 (centres undefined) |
| 17% | COc1ccc(C(=O)Nc2ccccc2)cc1[N+](=O)[O-] |
| 11% | C[C@H](Cc1nc2c(cnn2-c2ccccc2Cl)c(=O)[nH]1)C(F)(F)F |
| 4%[21 µM] | C=CCc1ccccc1OC[C@H](O)CNC(C)C |

High-throughput results (PubChem)

These rows are one share of the data; rates above refer to the full screens.
